# Bioassay records (PubChem)
# P. falciparum M17LAP: P. falciparum M17LAP inhibitors, primary screen, biochemical, fluorogenic H-Leu-NHMec substrate, 1536-well (AID 1619); recombinant M17LAP, H-Leu-NHMec fluorogenic kinetic assay; higher % means a stronger effect; inhibition, % at 30 µM, or IC50 in µM where a hit was titrated; actives 0.38% (n = 220,000);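 active means compound inhibiting the enzyme by more than half at any dose during confirmatory dose-response retesting; inconclusive means strong single-dose inhibitors picked by rank but not retested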;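 further: plate controls were full reaction with DMSO carrier for no effect and no enzyme background for full effect; strong numbers were not always called active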
# Autophagy mod: autophagy modulation, high-content screen; MEF GFP-LC3 puncta imaging; test concentration mostly 10 µM; calls only at 10 µM (by protocol); actives 0.98% (n = 190,000);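 active means percentage of spot-positive cells more than 3 SD above its plate mean, without a fluorescence outlier flag or 80% toxicity; inconclusive means no clear call, values can overlap the other calls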;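 further: spot-positive cell cutoff set from DMSO-treated cells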
# NOD2 inhibition: NOD2 signaling inhibitors, cell-based, luminescence, uHTS, HEK293 (AID 1566); HEK293 NOD2/NF-kB luciferase reporter, luminescence; higher % means a stronger effect; one-dose inhibition, % at 4 µM; EC50 in µM for titrated hits; actives 0.63% (n = 290,000); in the data active means inhibition above about 50%; further: many of its hits are not listed in these tables
# NOD1 inhibition: inhibition of NOD1-driven NF-kB reporter – cell-based, luminescence, uHTS, primary screen (AID 1578); one-dose inhibition, % at 4 µM; EC50 in µM for titrated hits; actives 1% (n = 290,000); NOD1-driven NF-kB luciferase reporter cells, luminescence; higher % means a stronger effect; in the data active means inhibition mostly above about 36%, no sharp cut-off; inactive means mostly below about 34%;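 further: HEK-293T reporter cells stimulated with the NOD1 agonist gamma-tri-DAP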
# Ins promoter up: MIN6 insulin promoter up-regulation; MIN6 insulin promoter-GFP reporter, high-content imaging; active compounds read high; z-score at 5 µM; actives 0.3% (n = 190,000); AID 1625;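 active means z-score above 3 at 5 µM with at least 500 cells counted in the well; inconclusive means wells under 500 cells, flagged as cytotoxic or low count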
# bCat nuc transl: beta-catenin nuclear translocation modulation. HeLa beta-catenin nuclear translocation, immunofluorescence imaging. nuclear translocation activity, % at 5 µM. actives 0.3% (n = 190,000);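 active means nuclear translocation activity above 50% at 5 µM, with a well cell count of 50 or more; inconclusive means wells under 50 cells across six images, flagged as toxic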;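 further: per-cell ratio of nuclear to cytoplasmic median beta-catenin stain intensity; plate controls were DMSO negative control for no effect and GSK-3 inhibitor IX positive control for full effect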
#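 Test system: human HeLa cells, native beta-catenin. Compound dosing: 5 µM primary single dose, 0.1% DMSO, 0.02–20 µM confirmation series. Incubation: compound exposure 24 h at 37°C. Detection: beta-catenin immunostaining with DAPI counterstain, 20x imaging, 6 fields/well. Read-out basis: Nuclear/cytoplasmic beta-catenin signal ratio, % activation.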
# MT stabilizer: stabilizes microtubules in HeLa cells; HeLa tubulin immunostaining HCS, 24 h; share of cells brighter than vehicle mean+2SD; % tubulin-high responders, % at 10 µM; actives 0.83% (n = 200,000); AID 2205;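 active means plate Z-score above 3 for both tubulin-high and condensed-nucleus cell shares, with cell loss under 80%, at 10 µM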;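 further: anti alpha tubulin signal scored within the nucleus-defined area of each cell; some results filed as inactive read as strong as hits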
# Yfh1-off respiration: enhancers of respiration in Yfh1-depleted yeast, dose response, Friedreich's ataxia, plus single-dose screen (AID 1465); S. cerevisiae Yfh1-off respiration, WST-1 reduction, 72 h; higher fold induction means a stronger effect; actives 0.074% (n = 220,000); one-dose fold induction at 50 µM; EC50 in µM for titrated hits;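 active means fold induction of absorbance versus untreated yeast above a set limit, then at least 30% activation at any dose in follow-up; inconclusive means repeats straddling the limit, or above it without dose testing; inactive means fold induction below the set limit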;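 further: activators that raise dye reduction in frataxin-depleted yeast; strong numbers were not always called active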
# Dynein transport: blocks dynein driven cargo transport along microtubules; 3617.4 mouse cells, GR-EGFP nuclear translocation imaging; test concentration mostly 20 µM; stimulated with dexamethasone, 1 µM; active compounds read low; z-score, hits read low; actives 0.47% (n = 220,000);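 active means plate z-score of nuclear minus cytoplasmic receptor signal below a set negative limit, without overly bright fluorescence or cell loss, cut at about -3.5 in these data, passing the limit was not always enough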;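 further: z-score of nuclear minus cytoplasmic ring GR-EGFP intensity difference per well; some compounds called inactive have numbers as strong as hits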
#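 Buffer or medium: tet-free, stripped-serum medium; reagent: dexamethasone at 1.0 µM final, 30 min; incubation: 48 h induction, 1 h compound, 30 min dex at 37 °C; measured by: formaldehyde fixation, Hoechst nuclear stain, 10x automated fluorescence imaging; read-out: nuclear-to-cytoplasmic GR-EGFP distribution per well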
# Dynein transport cytoplasmic EGFP: further read-out of Dynein transport, marked with its call; z-score; measured here: cytoplasmic GR-EGFP intensity; active compounds read high
# Dynein transport nuclear GR-EGFP: also measured in Dynein transport; calls as there; z-score; measured here: nuclear GR-EGFP intensity;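 lower value marks the stronger effect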
# Dynein transport cell count: also measured in Dynein transport; calls as there; z-score; measured here: cell count per field
# Ins promoter up cell count: recorded beside Ins promoter up, whose call it bears; cell count; measured here: cytotoxicity, nuclei count;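 total cells summed across four imaged fields per well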
# bCat nuc transl cell count 5 µM: second read-out of bCat nuc transl, no call of its own (marks repeat the call); cell count; measured here: cell count, cytotoxicity flag
# MT stabilizer Hoechst-high %: also measured in MT stabilizer; calls as there; % Hoechst-high responders; measured here: nuclear condensation Hoechst responders;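 share of cells brighter than vehicle mean plus two SD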
# MT stabilizer cytotoxicity %: further read-out of MT stabilizer, marked with its call; toxicity, %; measured here: cytotoxicity by cell density;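 0% = mean cell density of plate MIN control wells and 100% = no cells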
# Autophagy mod cell loss 18 h: recorded beside Autophagy mod, whose call it bears; toxicity, %; measured here: cell loss, nuclei count;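 cell loss after 18 h compound exposure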
# * = called active by the depositor; i = inactive; ? = inconclusive; · = no result given.
smiles	P. falciparum M17LAP	Autophagy mod	Autophagy mod cell loss 18 h	NOD2 inhibition	NOD1 inhibition	Ins promoter up	Ins promoter up cell count	bCat nuc transl	bCat nuc transl cell count 5 µM	MT stabilizer	MT stabilizer Hoechst-high %	MT stabilizer cytotoxicity %	Yfh1-off respiration	Dynein transport	Dynein transport cytoplasmic EGFP	Dynein transport nuclear GR-EGFP	Dynein transport cell count
COC(=O)Cc1ccc(NC(=S)NC2CC2)cc1	-1%	·	·	1%	-7%	1.2	1099	0.9	1298	·	·	·	i	-0.99	-0.29	-0.59	1.1
CCOCCCNC(=O)CN1C(=O)/C(=C\c2ccc(C)cc2)Sc2ccccc21	14%	i	6	8%	3%	-0.18	1223	-0.1	989	3.5	3.4	4.4	i	-0.1	-0.31	-0.24	-0.076
O=C1CN(C(=O)COc2ccc(F)cc2Cl)c2ccccc2N1	0%	·	·	11%	-2%	-1.1	1071	1.3	1280	·	·	·	i	0.33	-0.3	0.21	-0.024
O=S1(=O)C=C(SCCN2CCCCC2)c2ccccc21	9%	i	-39	7%	-12%	-0.42	1570	-2.9	936	4.1	1.2	5.3	i	0.48	-0.021	0.63	-0.6
COc1ccc(/C=C2\Oc3cc(OC(=O)N4CCOCC4)ccc3C2=O)cc1	-2%	·	·	18%	-3%	-0.18	1408	-4.3	1167	·	·	·	i	-0.88	-0.18	-0.38	0.28
CCN1CCN(C(=O)c2ccc(COc3ccc(Cl)cc3)o2)CC1	-5%	i	4	5%	16%	-0.14	1634	-2.7	1413	1.8	1.1	4.8	i	0.39	-0.01	0.61	-1.1
C=CCOc1ccc2ccccc2c1/C=N/O	2%	i	-3	-23%	-7%	·	·	·	·	1.0	0.8	5.0	i	-0.56	0.0073	-0.21	0.13
COc1c(O)ccc(/C=N/NC(=O)c2ccc3c(c2)OCCO3)c1[N+](=O)[O-]	8%	·	·	-91%	-16%	-0.05	1376	-0.8	1362	·	·	·	i	0.0096	0.48	0.1	0.066
CC1=C(C(=O)NCc2ccccc2)C(c2ccc(C)o2)n2ncnc2N1 (stereo not given)	-2%	i	3	17%	8%	1.4	1177	-3.0	858	2.3	1.7	5.6	i	-2.2	1.7	-0.71	0.42
COc1ccc(Oc2nc(-c3ccccn3)ncc2OC)cc1	-25%	i	-5	8%	14%	0.09	984	-4.0	1169	2.2	2.3	2.6	i	1.4	-0.2	0.57	-0.094
N#C/C(=C(/O)CN1CCCCC1)c1nc(-c2ccc(Cl)cc2)cs1	7%	i	-36	-28%	-2%	·	·	·	·	2.5	2.2	6.5	i	0.3	-0.22	-0.0077	0.74
O=C(NC(=S)N1CCN(c2ccc(F)cc2)CC1)c1cccs1	1%	i	7	·	·	-0.45	1410	-2.0	1090	2.4	2.1	1.7	i	-0.1	-0.36	-0.6	-0.54
CCOC(=O)C(CC(=O)O)NCc1ccco1 (stereo not given)	2%	·	·	19%	7%	0.38	1052	0.4	1313	·	·	·	i	0.034	-0.18	0.61	-1.1
O=C(NCCCNC(=O)C(F)(F)C(F)F)C(F)(F)C(F)F	6%	i	4	-1%	-4%	-0.18	1460	-8.8	975	1.1	1.2	8.5	i	0.22	-0.21	-0.1	0.15
Cc1cccc(N2C(=O)CN(Cc3cccs3)C2=S)c1	-3%	i	8	4%	-23%	-0.52	1272	-0.1	1111	·	·	·	?	0.77	-0.2	0.72	-0.55
Cc1cc(-c2ccc(C(=O)O)s2)cnc1N	-263%	i	-6	-20%	-22%	0.47	1370	-0.7	1135	3.1	2.5	6.7	i	-0.089	-0.26	0.27	0.44
O=C(COC(=O)/C=C/c1ccccc1Cl)NCc1ccco1	-9%	i	-7	0%	-21%	0.78	1186	-3.3	1098	2.5	3.0	1.5	i	1.3	0.11	1.3	-2.6
CCOC(=O)C(=O)Nc1ccc2c(c1)OCO2	6%	i	-2	5%	-2%	0.3	1057	-1.9	1149	1.5	1.3	7.9	i	-0.44	0.096	0.09	0.23
Cc1ccccc1NC(=O)C1(C)Cc2ccccc2C(=O)O1 (stereo not given)	0%	i	-3	9%	-16%	-0.3	1144	4.1	1105	2.5	2.1	4.9	i	-0.88	-0.25	-0.49	0.47
O=C1Nc2ccccc2N(O)N1c1ccc(S(=O)(=O)N2CCCCCC2)cc1	16%	i	9	15%	-13%	0.06	1307	-2.1	1105	2.9	1.9	1.6	i	-0.37	-0.31	-0.41	0.83
c1ccc(N2CCN(Cc3nnnn3C3CCCCC3)CC2)cc1	4%	i	36	6%	18%	·	·	-2.0	1167	1.9	1.6	8.9	i	-0.086	-0.12	0.08	0.22
CCc1cc(C(=O)NNC(=S)NCc2ccccc2)cs1	-11%	i	-25	4%	-8%	0.11	1603	-3.1	1032	2.4	2.1	5.8	i	-0.68	-0.21	-0.04	0.064
Cc1ccc(NS(=O)(=O)c2ccc(OCC(=O)NCc3cccnc3)cc2)cc1	4%	i	7	-4%	-21%	0.17	1190	1.5	497	3.7	1.5	2.7	i	1.7	-0.28	0.4	-0.51
CCNc1nc(NC(C)C)nc(Oc2ccc(/C=N/O)cc2)n1	-5%	i	-7	-3%	-10%	·	·	-3.0	1161	2.6	1.8	7.0	i	-0.11	-0.11	-0.15	0.33
Cc1nccc2[nH]c(=O)c(C(=O)NC(C)CCc3ccccc3)cc12 (stereo not given)	3%	i	-32	4%	-2%	-1.2	1323	1.0	1106	1.8	2.3	6.2	i	0.86	-0.21	0.71	-0.74
CCc1nnc(NC(=O)CSc2ncc(-c3ccccc3)n2CC)s1	5%	i	-15	-5%	-24%	1.1	1085	-1.5	1172	1.3	1.9	8.4	i	-0.15	-0.14	0.17	-0.69
FC(F)Oc1ccc(NC(=S)NCc2ccccc2)cc1Cl	-86%	i	0	-13%	-26%	0.33	829	-3.8	1199	2.4	1.1	9.9	i	-0.52	-0.19	0.33	0.28
Cc1ccc2cc(CN(Cc3ccc4c(c3)OCO4)Cc3nnnn3Cc3ccco3)c(=O)[nH]c2c1C	-7%	i	5	-24%	-30%	-0.16	1156	-0.3	1150	4.0	0.7	6.4	i	0.57	-0.04	0.21	-1.4
CC(CN1CCCCC1)NC(=O)c1cc(-c2ccccn2)nc2ccc(Cl)cc12 (stereo not given)	2%	i	-5	8%	-18%	-0.2	1500	-0.1	1516	4.1	2.5	8.2	i	-1.1	-0.27	-0.063	0.91
c1ccc(N2CC[N+]3(CCCC3)CC2)nc1	-4%	·	·	-4%	7%	0.84	1529	0.5	1442	1.9	1.8	6.6	i	0.072	-0.2	0.36	0.16
CCOP(=O)(OCC)C(Nc1cc(Cl)cc(Cl)c1)c1cccc(O)c1 (stereo not given)	-2%	i	8	-14%	-17%	-0.02	1470	0.1	1448	1.7	2.2	16	i	-0.37	-0.27	-0.19	0.36
COc1ccc(Cl)cc1NC(=O)CSc1nc(N2CCCCC2)nc(N2CCCCC2)n1	8%	i	-7	15%	-8%	0.98	1795	-1.0	1063	3.6	1.6	1.4	i	-0.92	-0.2	-0.42	0.073
C=CCn1c(Cc2cccs2)nnc1SCC(=O)c1ccc(F)cc1	14%	i	9	10%	5%	0.38	1121	-1.2	943	4.8	4.1	6.5	i	0.8	-0.21	0.98	-1
COc1ccc(Br)cc1/C=C/C(=O)Nc1ccc(C)cc1	3%	i	4	36%	6%	-1	1360	-1.8	1248	2.7	1.9	9.9	i	-0.039	-0.2	0.025	-0.32
CSc1nc(C)c(C(=O)Nc2ccccc2)c(C)c1C#N	8%	i	5	22%	20%	-0.28	1084	1.8	936	0.8	1.2	3.6	i	-0.66	-0.28	-0.13	-0.028
COc1ccc(C2Nc3ccccc3C(=O)N2c2ccc(C)cc2)cc1Cn1nc(C)c([N+](=O)[O-])c1C (stereo not given)	4%	i	7	-36%	-55%	-1.7	1191	1.1	1427	1.0	1.5	14	i	-1	-0.0087	-0.47	0.68
CCc1c(O)nc(SCc2nc3ccccc3c(=O)[nH]2)[nH]c1=O	12%	i	2	1%	-31%	-0.56	1371	-0.2	1134	3.7	3.1	13	i	0.38	-0.32	0.069	0.00056
O=C(c1ccco1)N1CCN(C2CCCC2)CC1	20%	i	15	18%	-4%	0.14	1706	-1.4	1076	2.4	1.9	2.6	·	-0.41	-0.29	0.38	0.25
CC(=O)C1=C(c2cccc([N+](=O)[O-])c2)N(C(C)=O)n2c(C)nnc2S1	-4%	i	25	-19%	-36%	-0.71	775	1.3	1110	3.1	1.2	2.7	i	-0.41	-0.32	-0.22	1.6
COc1cc(NC(=O)CCN2CCN(c3ccccc3F)CC2)cc(OC)c1	-9%	i	9	0%	-4%	-1.9	1021	-2.7	1026	1.7	2.1	7.3	i	-1	-0.28	-0.16	6.6
O=C(Nc1ccc(NC(=O)C23CC4CC(CC(C4)C2)C3)cn1)c1ccco1	-1%	i	1	-110%	-87%	·	·	0.9	1198	5.9	3.2	3.8	i	-0.75	-0.19	-0.14	0.59

# This is a subset; count on the stated rates, not on these rows.
